High-throughput results (PubChem BioAssay)
Anthrax LF prot: Bacillus anthracis LF protease inhibitors, primary screen, biochemical, multiplex microsphere, MLPCN library; Lethal factor (Bacillus anthracis), P15917; multiplex microsphere protease cleavage assay; inhibition, % at 10 µM; 360,000 compounds, 0.12% hits; also: plate controls were buffer without enzyme for full effect and enzyme alone for no effect
Vc quorum ag: inducers of Vibrio cholerae quorum light production without autoinducers, primary screen, BH1578 luxS cqsA deficient, single point; AID 588436, 2011; V. cholerae BH1578 lux reporter, luminescence, 6 h; activation, % at 18.7 µM; 350,000 compounds, 0.16% hits; in the data active = activation mostly above about 9.7%, no sharp cut-off; also: not every result past the cut was called active; inactives centre near 0; reference of the scale not given here
SARS 3CLpro inh: SARS-CoV 3CLpro protease inhibitors, primary screen, biochemical, quenched FRET. 290,000 compounds, 0.14% hits. AID 1706, 2009. recombinant SARS-CoV 3CLpro, quenched FRET peptide cleavage. Replicase polyprotein 1ab (Severe acute respiratory syndrome coronavirus), P0C6X7. inhibition, % at 6 µM; in the data active = inhibition above about 12%
PriA SSB inh: inhibitors of Klebsiella pneumoniae PriA binding to SSB C-terminal tail, primary screen, biochemical, AlphaScreen. PriA–SSB C-terminal tail interaction (Klebsiella pneumoniae). AlphaScreen SSBct-PriA binding, biotinylated peptide. inhibition, % at 33 µM. 430,000 compounds, 0.6% hits. AID 1272365, 2023; in the data active = inhibition mostly above about 37%, no sharp cut-off; inactive = mostly below about 20%;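 also: plate controls were negative control peptide for no effect and reference peptide for full effect; strong numbers were not always called active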
PrPC surface inh: inhibitors of human cell surface prion protein PrPC, primary screen, cell-based, TR-FRET; 370,000 compounds, 0.43% hits; AID 720596, 2013; inhibition, % at 13.8 µM; Major prion protein (Homo sapiens), P04156; TR-FRET read-out; in the data active = inhibition above about 24%; also: 0% = median of the test wells and 100% = reference compound wells
BoNT-A LC inh2: BoNT/A light chain protease inhibitors, primary screen, biochemical, flow cytometry, MLPCN library; AID 588499, 2011; Botulinum neurotoxin type A light chain protease (Clostridium botulinum A str. ATCC 3502); inhibition, % at 10 µM; 360,000 compounds, 0.17% hits; multiplex microsphere protease substrate cleavage; also: plate controls were buffer without enzyme for full effect and enzyme alone for no effect
TcdB inh: TcdB glycohydrolase inhibitors, primary screen, biochemical, single point, plate reader. Toxin B (Clostridioides difficile), P18177. TcdB glycohydrolase enzymatic assay. inhibition, % at 9.99 µM. 350,000 compounds, 0.24% hits. AID 652162, 2013; in the data active = inhibition above about 10%
Target sequence (P18177 whole entry, looked up): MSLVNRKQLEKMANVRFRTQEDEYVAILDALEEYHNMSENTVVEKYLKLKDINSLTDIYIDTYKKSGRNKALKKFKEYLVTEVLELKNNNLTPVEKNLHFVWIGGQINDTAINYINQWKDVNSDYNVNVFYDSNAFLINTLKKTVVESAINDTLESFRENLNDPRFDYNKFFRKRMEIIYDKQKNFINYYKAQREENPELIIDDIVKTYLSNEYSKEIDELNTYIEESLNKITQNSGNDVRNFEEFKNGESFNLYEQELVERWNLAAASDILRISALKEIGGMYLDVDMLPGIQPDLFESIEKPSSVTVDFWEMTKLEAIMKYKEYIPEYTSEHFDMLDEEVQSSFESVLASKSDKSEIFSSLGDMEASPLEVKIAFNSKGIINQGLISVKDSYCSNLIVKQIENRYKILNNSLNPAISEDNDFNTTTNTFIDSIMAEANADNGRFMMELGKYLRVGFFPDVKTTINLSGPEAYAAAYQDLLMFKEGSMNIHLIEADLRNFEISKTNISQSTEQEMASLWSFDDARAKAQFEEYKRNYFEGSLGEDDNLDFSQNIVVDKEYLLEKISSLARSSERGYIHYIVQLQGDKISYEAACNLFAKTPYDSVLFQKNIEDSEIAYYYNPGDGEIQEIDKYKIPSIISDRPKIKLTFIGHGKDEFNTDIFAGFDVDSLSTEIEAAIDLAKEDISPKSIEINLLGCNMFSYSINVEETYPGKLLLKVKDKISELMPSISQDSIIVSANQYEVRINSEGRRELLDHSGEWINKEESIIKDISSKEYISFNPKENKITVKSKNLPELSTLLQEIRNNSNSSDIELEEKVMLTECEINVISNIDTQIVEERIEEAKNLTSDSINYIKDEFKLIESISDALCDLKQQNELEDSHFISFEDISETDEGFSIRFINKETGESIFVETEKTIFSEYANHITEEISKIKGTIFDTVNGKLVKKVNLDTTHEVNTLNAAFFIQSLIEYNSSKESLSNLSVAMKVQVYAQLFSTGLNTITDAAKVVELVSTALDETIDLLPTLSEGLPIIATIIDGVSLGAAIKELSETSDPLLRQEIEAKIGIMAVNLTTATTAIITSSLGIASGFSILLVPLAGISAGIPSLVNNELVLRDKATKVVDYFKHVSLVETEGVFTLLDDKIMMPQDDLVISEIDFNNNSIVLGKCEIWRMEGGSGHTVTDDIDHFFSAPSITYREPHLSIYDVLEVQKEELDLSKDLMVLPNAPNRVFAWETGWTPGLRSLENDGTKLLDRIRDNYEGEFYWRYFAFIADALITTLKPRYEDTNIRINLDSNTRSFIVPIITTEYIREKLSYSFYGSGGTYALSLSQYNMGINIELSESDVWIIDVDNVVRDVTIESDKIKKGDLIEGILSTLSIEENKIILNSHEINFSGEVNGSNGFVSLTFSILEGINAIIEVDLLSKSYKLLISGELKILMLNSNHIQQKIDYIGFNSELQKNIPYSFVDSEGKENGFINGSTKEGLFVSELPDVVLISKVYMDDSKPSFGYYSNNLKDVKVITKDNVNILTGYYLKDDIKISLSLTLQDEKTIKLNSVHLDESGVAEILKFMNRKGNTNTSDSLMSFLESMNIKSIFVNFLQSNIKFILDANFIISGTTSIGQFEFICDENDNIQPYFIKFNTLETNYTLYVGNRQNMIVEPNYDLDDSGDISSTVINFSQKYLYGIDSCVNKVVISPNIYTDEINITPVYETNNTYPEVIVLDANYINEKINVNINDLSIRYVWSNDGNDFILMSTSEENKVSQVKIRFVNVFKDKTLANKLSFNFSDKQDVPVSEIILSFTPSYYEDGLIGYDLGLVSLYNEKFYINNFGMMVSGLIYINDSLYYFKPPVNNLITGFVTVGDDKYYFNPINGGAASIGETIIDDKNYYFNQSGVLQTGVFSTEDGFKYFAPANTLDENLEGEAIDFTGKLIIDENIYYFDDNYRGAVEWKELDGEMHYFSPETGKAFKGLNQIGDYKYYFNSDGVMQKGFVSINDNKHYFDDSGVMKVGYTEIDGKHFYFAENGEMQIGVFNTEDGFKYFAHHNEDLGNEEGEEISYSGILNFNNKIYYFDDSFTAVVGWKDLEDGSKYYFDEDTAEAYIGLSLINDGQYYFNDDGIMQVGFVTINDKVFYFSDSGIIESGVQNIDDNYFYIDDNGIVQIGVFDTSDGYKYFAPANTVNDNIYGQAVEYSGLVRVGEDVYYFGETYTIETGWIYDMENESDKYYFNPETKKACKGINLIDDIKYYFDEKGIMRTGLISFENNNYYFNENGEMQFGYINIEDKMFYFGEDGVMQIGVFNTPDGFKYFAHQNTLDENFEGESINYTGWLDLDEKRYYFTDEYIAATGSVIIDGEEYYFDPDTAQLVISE
PfHsp40 rescue: rescue of yeast from PfHsp40 toxicity, primary screen, S. cerevisiae, ATP luminescence. growth rescue, % at 12.5 µM. S. cerevisiae expressing PfHsp40, growth rescue. 340,000 compounds, 0.68% hits. AID 504582, 2011; in the data active = growth rescue above about 28%, passing the limit was not always enough;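 also: yeast W303a lacking pdr1 and pdr3 grown in galactose medium; growth measured after three days at 30 °C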
Y pestis TopoI: Yersinia pestis topoisomerase I inhibitors, primary screen, biochemical, cleavage product accumulation, plate reader, single point | activity, % at 10 µM | Y. pestis Topo-I cleavage product accumulation | 360,000 compounds, 0.064% hits; in the data active = activity above about 50%, passing the limit was not always enough; also: inactives centre near 2
Active calls of the source: *; i = inactive; / = no result given; & = joins results of further samples. Rule as the data show it, unless noted: active = inhibition above about 30%; inconclusive = no clear call, values can overlap the other calls; inactive = below that.

item | SMILES | BoNT-A LC inh2 | PfHsp40 rescue | Anthrax LF prot | SARS 3CLpro inh | PrPC surface inh
1 | Cc1nc(NC(=O)c2ccc(-c3cc4ccccc4oc3=O)cc2)ccc1Br | -1.0 | 0.1 | -1 | -3 | -5
2 | COc1cc2oc(=O)cc(CN3CCOCC3)c2cc1Cl | -0.3 | / | 0 | / | 6
3 | CCc1nnc(NC(=O)CSc2nc3c(cc2C#N)CCC3)s1 | -0.1 | 0.1 | 0 | 6 | -5
4 | Cc1cc2cc(CN(Cc3cccs3)S(=O)(=O)c3ccc4c(c3)OCCO4)c(=O)[nH]c2cc1C | 0.2 | -0.1 | 0 | -1 | 0
5 | CC1CCCCC12NC(=O)N(CC(=O)Nc1ccc3c(c1)OCCCO3)C2=O (stereo unspecified) | -1.0 | -0.3 | -5 | / | -1
6 | O=C(Cn1cncn1)N/N=C/c1c2ccccc2cc2ccccc12 | 0.5 | 2.8 | -3 | 7 | -2
7 | CC(C)(C)OC(=O)N1CCC(C(=O)Nc2ccc(C(=O)N3CCCCC3)cc2)CC1 | -0.1 | 0.8 | 9 | / | -2
8 | O=S(=O)(NC1CCCCC1N1CCCCC1)c1ccccc1 (stereo unspecified) | -1.9 | 0.6 | 24 | -1 | 6
9 | COc1cccc(-c2nc(CS(=O)(=O)CC(=O)NCCc3ccccc3)c(C)o2)c1 | -1.3 | -0.9 | 0 | 1 | -1
10 | O=C1NC(=S)NC(=O)C12C(c1ccc(F)cc1)NC(=S)NC2c1ccc(F)cc1 (stereo unspecified) | -0.1 | -0.2 | 3 | -1 | -6
11 | O=C1CCCC(=O)C1C(c1ccc(Cl)cc1)C1C(=O)CCCC1=O | -1.1 | -0.2 | 5 | / | -3
12 | c1ccc(-c2nc(NCCCn3ccnc3)c3ccccc3n2)cc1 | 0.0 | -0.3 | -2 | 3 | -6
13 | Cc1nc2scc(C)n2c(=O)c1S(=O)(=O)N1CCN(c2ccccc2)CC1 | -4.7 | 1.6 | -6 | 2 | 9
14 | CC(=O)N1CCc2cc(S(=O)(=O)NCCCN3CCC(C)CC3)ccc21 | -1.0 | -1.6 | -1 | -4 | 8
15 | C[C@@H]1CN([C@H](C)CO)C(=O)CCCn2cc(nn2)CO[C@H]1CN(C)S(=O)(=O)c1ccc(-n2cccn2)cc1 | 0.1 | / | -3 | / | 1

item | PriA SSB inh | Vc quorum ag | TcdB inh | Y pestis TopoI
1 | -20 | -0.4 | / | 7
2 | / | / | 0.2 | /
3 | -7 | i | / | 0
4 | 1 | -0.4 | -0.2 | 3
5 | 6 | -0.4 | 1.8 | -1
6 | / | i | / | 2
7 | -3 | i | -9.8 | 26
8 | -7 | -1.9 | 1.4 | 6
9 | -8 | -0.3 | 2.0 | 37
10 | 5 | -1.4 | / | -9
11 | -24 | -2.8 | -0.1 | 5
12 | 11 | -1.4 | -1.8 | -12
13 | -23 | -0.2 | 1.9 | 8
14 | 0 | -0.4 | 1.1 | -3
15 | / | i | 0.5 | 8

Further results follow:
item | SMILES | BoNT-A LC inh2 | PfHsp40 rescue | Anthrax LF prot | SARS 3CLpro inh | PrPC surface inh
16 | COCCn1c(C)cc(/C=C(\C#N)C(=O)OC(C)C(=O)Nc2ccc(NC(C)=O)cc2)c1C (stereo unspecified) | / | 0.5 | / | / | -9
17 | COc1cc(SC)ccc1C(=O)N1CCN(c2ccccc2F)CC1 | -0.1 | 1.5 | 6 | 1 | -6
18 | O=C(CSc1nnc(-c2ccc(Cl)cc2)o1)N1CCOCC1 | -1.9 | -1.5 | -6 | 3 | 10
19 | Cc1cccc(N=Cc2c(O)cc(C)oc2=O)c1 | 0.7 | -1.5 | -2 | 0 | 4
20 | CCOC(=O)C1CCNC(=O)C1=O (stereo unspecified) | -0.4 | -0.9 | 5 | / | 5
21 | CC(C)Cc1cc(CN2CCC(CO)(Cc3cccc(C(F)(F)F)c3)CC2)[nH]n1 | -0.3 | 0.9 | -4 | 1 | -3
22 | CCc1nnc(NC(=O)CSc2nnc(-c3ccoc3C)n2-c2ccccc2)s1 | 0.4 | 3.5 | 0 | -2 | -1
23 | CC/C(=N\NC(=O)c1c(C)nc2ccccn12)c1ccccc1 | -0.7 | 0.1 | -1 | -3 | -6
24 | O=C(CSc1nnc2c(n1)[nH]c1ccccc12)OCc1ccccc1 | 0.2 | -1.9 | -2 | -1 | -7
25 | O=c1cc(N2CCN(c3ccccc3)CC2)[nH]c(=O)n1-c1ccccc1Cl | -3.9 | 0.4 | -2 | -5 | -10
26 | COc1ccccc1NC(=O)/C=C/c1ccc2c(c1)OCO2 | -0.1 | 0.2 | 6 | -2 | 5
27 | COc1ccc(-c2nnc(NC(=O)C3CC3)o2)cc1 | -0.8 | 0.5 | 0 | -4 | 1
28 | COc1ccc(Cc2[nH]n3c(=O)cc(C(C)C)nc3c2-c2ccccc2)cc1 | -0.3 | 17 | 1 | 1 | -3
29 | CCOC(=O)c1sc(-c2cccc(C(F)(F)F)c2)nc1O | 0.0 | 0.3 | -1 | 0 | -11
30 | CC(Oc1ccccc1F)C(=O)NNC(=O)c1ccc(-n2cncn2)c([N+](=O)[O-])c1 (stereo unspecified) | -2.7 | 1.1 | -2 | / | -12

item | PriA SSB inh | Vc quorum ag | TcdB inh | Y pestis TopoI
16 | -9 | -0.4 | -0.9 | 7
17 | 9 | -0.6 | 1.8 | 31
18 | 9 | -0.3 | 6.7 | 6
19 | -16 | i | 2.1 | 3
20 | -21 | i | 2.1 | 6
21 | 0 | -0.5 | 3.4 | 10
22 | 2 | i | / | 12
23 | / | -0.9 | -4.0 | 9
24 | -18 | -0.4 | / | 4
25 | -12 | 0.0 | 1.5 | -8
26 | -17 | -0.2 | 4.1 | 4
27 | 0 | -0.3 | 1.0 | 4
28 | 5 | -0.3 | -7.6 | 1
29 | -14 | -1.1 | 0.2 | 5
30 | -5 | -0.3 | 1.4 | -10

Other entries.
item | SMILES | BoNT-A LC inh2 | PfHsp40 rescue | Anthrax LF prot | SARS 3CLpro inh | PrPC surface inh
31 | COc1ccc(OCCCC(=O)OCC(=O)c2ccc3c(c2)NC(=O)CO3)cc1 | 4.4 | 0.9 | 5 | / | 5
32 | COc1ccc(C(CNC(=O)c2cccc(S(=O)(=O)NCc3ccccc3)c2)N(C)C)cc1 (stereo unspecified) | -2.8 | -0.9 | -2 | 1 | -2
33 | CCOP(=O)(OCC)C(Nc1ccccc1)c1ccccc1C(F)(F)F (stereo unspecified) | -1.0 | 0.5 | -3 | 3 | -11
34 | NNC(=O)CSc1c(-c2cccs2)[nH]c2ccccc12 | -0.1 | -1.2 | -2 | 5 | -10
35 | Brc1ccc(CSc2nnc(Cc3c[nH]c4ccccc34)o2)cc1 | 1.9 | 37* | -5 | 5 | 7
36 | O=C(Cn1cnc2c(oc3ccccc32)c1=O)NCCc1ccccc1 | 8.6 | -0.4 | 2 | 5 | 2
37 | Cc1nn(C(=O)C(C)N2C(=O)c3ccccc3C2=O)c(C)c1Br (stereo unspecified) | -0.1 | -1.8 | -1 | 7 | 1
38 | O=C(Nc1c(F)cc(F)cc1Br)c1cc2nc(C(F)F)cc(C(F)F)n2n1 | -0.4 | -0.9 | -13 | 2 | -13
39 | CC(=O)Nc1ccc(S(=O)(=O)NCC(=O)OCC(=O)NNC(=O)c2ccccc2)cc1 | 4.8 | -0.7 | -3 | / | 4
40 | O=[N+]([O-])c1ccc(Sc2ccccn2)nc1 | 0.2 | 0.9 | 4 | -3 | -32
41 | O=C(NCCN1CCN(C(=O)c2cccs2)CC1)C(=O)Nc1ccc(Br)cc1 | 0.5 | -1.0 | -4 | 4 | -2
42 | COc1ccc(S(=O)(=O)Nc2cccc3c2O[C@H](CN(C)C(=O)Nc2ccc(C(F)(F)F)cc2)[C@@H](C)CN([C@H](C)CO)C3=O)cc1 | -0.1 | -0.7 | -2 | / | 9
43 | COc1cccc(C2=NOC(C(=O)N3CCc4ccccc4C3)C2)c1 (stereo unspecified) | -0.6 | -1.0 | -8 | -2 | 6
44 | Cc1[nH]c2ccccc2c1C(=O)C(=O)NCc1ccncc1 | 0.2 | 0.2 | 16 | -5 | 6
45 | CCOC(=O)C1CCCN(C(=O)C2CCCN(S(C)(=O)=O)C2)C1 (stereo unspecified) | -0.6 | -0.7 | -5 | -4 | 2

item | PriA SSB inh | Vc quorum ag | TcdB inh | Y pestis TopoI
31 | -10 | i | 0.2 | 1
32 | 3 | -3.6 | -1.0 | -7
33 | -13 | 0.2 | 6.3 | 11
34 | 20 | -0.3 | / | -2
35 | -12 | i | / | 10
36 | -14 | -2.0 | / | 5
37 | -11 | -1.1 | / | -3
38 | -9 | -0.1 | / | -3
39 | -2 | -0.3 | -2.2 | 3
40 | 5 | i | 0.6 | 2
41 | -14 | -1.0 | / | 1
42 | 8 | -0.4 | 1.7&1.6 | 7
43 | -4 | 0.9 | -0.3 | 25
44 | -11 | -0.4 | -1.5 | 0
45 | 0 | -0.4 | / | 0

Next section
item | SMILES | BoNT-A LC inh2 | PfHsp40 rescue | Anthrax LF prot | SARS 3CLpro inh | PrPC surface inh
46 | Cc1ccc(C(=O)N2CCC3CC2c2cc(-c4ccc5c(c4)OCO5)ccc23)cc1 (stereo unspecified) | -0.6 | 0.6 | -4 | / | 4
47 | CN(C)CCN(C(=O)c1cccc(N2C(=O)CCC2=O)c1)c1nc2ccc(Br)cc2s1 | -0.4 | -0.7 | -7 | -3 | 0
48 | O=C(O)c1ccc2c(=O)n3c(nc2c1)/C(=C/c1ccccc1OC(F)F)CC3 | 0.4 | -1.1 | 10 | -1 | -11
49 | CCCCC(=O)Oc1cc(C)[nH]c(=O)c1[N+](=O)[O-] | -0.2 | 0.6 | -2 | 4 | -3
50 | Cc1ccc(C2/C(=C(/O)c3ccc(OC(C)C)cc3)C(=O)C(=O)N2CCN2CCOCC2)cc1 (stereo unspecified) | -0.3 | -1.8 | -5 | 3 | -2
51 | CCc1nnc(NC(=O)c2ccc(S(=O)(=O)N3CCCCC3C)cc2)s1 (stereo unspecified) | -0.6 | 0.3 | 4 | 0 | 2
52 | CC1=C(C(=O)Nc2ccccc2)C(c2ccco2)C(C#N)=C(SCC(=O)OC(C)C)N1 (stereo unspecified) | 1.2 | 1.8 | -9 | 0 | /
53 | COc1ccc2ccc(OC)c(/C=N/NC(=O)c3cc4ccccc4o3)c2c1 | -0.3 | / | -1 | / | 14
54 | Cc1cc(NS(=O)(=O)c2ccc(NC(=O)CCN3C(=O)c4ccccc4C3=O)cc2)no1 | 0.5 | 0.0 | 0 | -4 | /

item | PriA SSB inh | Vc quorum ag | TcdB inh | Y pestis TopoI
46 | -5 | -0.2 | 2.7 | 43
47 | -5&5&-1 | i | 1.6 | -1
48 | -1 | i | 1.7 | -2
49 | 2 | -0.3 | 1.5 | -6
50 | / | i | / | 1
51 | -17 | i | / | -10
52 | -11 | -0.9 | / | 19
53 | / | i | 1.2 | -9
54 | -1 | 0.2 | 0.0 | 2

Some of the compounds tested; count on the stated rates, not on these rows.
